HCMV inh: qHTS Assay for inhibitors of the human cytomegalovirus (HCMV) | HFF cells, HCMV-luciferase reporter, 72 h; stronger effect = lower value | activity change, negative = inhibition, % at 57.5 µM | 410,000 tested, 4.5% active | AID 1259415, 2018; in the data active = activity change below about -60%; inconclusive = no clear call, values can overlap the other calls; inactive = above about -39%; note: % is set by controls: 0 for no effect and ±100 for the full control effect
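HFF cells seeded 16 h at 37C, treated with compounds, infected with luciferase-reporter HCMV at MOI 1 PFU/cell; luciferase read at 72 h post infection, normalized to buffer-only and Salinomycin controls.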
Shiga toxin inh: A qHTS for Small Molecule Inhibitors of Shiga Toxin | Vero cells, Shiga toxin protein synthesis inhibition reporter | inhibition, % at 38.7 µM | 290,000 tested, 9.2% active; in the data active = inhibition mostly above about 28%, no sharp cut-off; inactive = mostly below about 43%; note: 0% is about no effect
Giardia FBPA inh: qHTS Assay for Inhibitors of Fructose-1,6-bisphosphate Aldolase from Giardia Lamblia | 290,000 tested, 0.71% active | Potency, µM (series often up to 59.6 µM), inactives show at the highest dose activity, negative = inhibition, most hits filed as inhibitors | purified Giardia FBPA | A8B2U2; note: potency is the fitted concentration of half-maximal effect; % is set by controls: 0 for no effect and ±100 for the full control effect; nearly all actives have a fitted effect of over 55% in size
Target sequence (A8B2U2 whole entry, looked up): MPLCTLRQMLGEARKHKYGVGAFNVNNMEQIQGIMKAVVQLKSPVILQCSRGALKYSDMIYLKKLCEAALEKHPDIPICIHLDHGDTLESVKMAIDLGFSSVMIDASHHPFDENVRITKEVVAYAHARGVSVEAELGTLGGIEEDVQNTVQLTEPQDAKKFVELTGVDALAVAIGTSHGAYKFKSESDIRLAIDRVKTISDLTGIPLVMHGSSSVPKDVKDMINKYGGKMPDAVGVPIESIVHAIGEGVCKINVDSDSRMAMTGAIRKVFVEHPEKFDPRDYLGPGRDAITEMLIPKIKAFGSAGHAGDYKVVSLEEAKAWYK
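40 nM FBPA preincubated 10 min at RT with compound (up to 57.5 uM final), then substrate plus GAPDH/TPI/NAD/arsenate coupling and diaphorase/resazurin added. Fluorescence read after 20 min at RT, 525/598 nm.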
AMA1-RON2 inh: qHTS for Inhibitors of AMA1-RON; Towards Development of Antimalarial Drug Lead: Primary Screen; 360,000 tested, 0.2% active; AlphaScreen AMA1-biotinylated RON2 peptide binding; Potency, µM (highest dose often 58.2 µM), without a hit: at the highest dose activity change, negative = inhibition, actives largely listed as inhibitors; Plasmodium falciparum AMA1 (3D7) - RON2 peptide interaction;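 note: potency is the fitted concentration of half-maximal effect; 0% = vehicle wells and -100% = peptide control; nearly all actives have a fitted effect of over 45% in size; some results filed as inactive show a strong effect at the top dose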
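AMA1 (3D7) with his tag at 25 nM final met compounds first, then biotinylated RON2 peptide at 25 nM; detection used donor plus acceptor beads, 10 µg/mL apiece, read by AlphaScreen after 30 min at room temperature.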
AmpC inh detg: qHTS Inhibitors of AmpC Beta-Lactamase (assay with detergent) | AmpC hydrolysis of nitrocefin, absorbance 480 nm, 0.01% Triton | Potency, µM (titrated, usually from 114 µM), for inactives: top-dose activity change, negative = inhibition, most hits filed as inhibitors | P00811 | AID 485294, 2010 | 370,000 tested, 0.041% active;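 note: potency is the fitted concentration of half-maximal effect; 0% = no-compound wells and -100% = no-enzyme wells; nearly all actives have a fitted effect of over 25% in size; some results filed as inactive show a strong effect at the top dose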
Target sequence (P00811 whole entry, looked up): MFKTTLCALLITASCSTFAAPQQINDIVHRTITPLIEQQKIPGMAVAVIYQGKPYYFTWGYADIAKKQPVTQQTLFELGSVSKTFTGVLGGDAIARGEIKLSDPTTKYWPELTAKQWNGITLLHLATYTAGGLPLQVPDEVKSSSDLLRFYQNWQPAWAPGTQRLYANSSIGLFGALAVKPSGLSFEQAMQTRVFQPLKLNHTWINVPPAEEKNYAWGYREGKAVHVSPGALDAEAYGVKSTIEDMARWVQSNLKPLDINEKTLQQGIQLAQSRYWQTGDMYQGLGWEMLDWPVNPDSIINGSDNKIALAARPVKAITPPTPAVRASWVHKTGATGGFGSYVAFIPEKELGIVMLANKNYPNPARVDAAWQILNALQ
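AmpC (5.3 nM in the dispensed reagent) in 20 mM phosphate pH 7.0 with 0.01% (detergent screen) or 0.0001% Triton X-100 was preincubated with compounds for 15 min at room temperature. Nitrocefin was then added from an 800 uM solution, and hydrolysis was followed at 480 nm.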
AmpC inh no detg: qHTS Inhibitors of AmpC Beta-Lactamase (assay without detergent). AID 485341, 2010. AmpC nitrocefin hydrolysis, absorbance 480 nm, 0.0001% Triton. Potency, µM (doses to about 57.1 µM), inactives show at the top dose activity change, negative = inhibition, most hits filed as inhibitors. 330,000 tested, 0.52% active;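 note: potency is the fitted concentration of half-maximal effect; plate controls were no compound for no effect and no enzyme for full effect; nearly all actives have a fitted effect of over 20% in size; some results filed as inactive show a strong effect at the top dose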
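20 mM phosphate pH 7.0 + 0.01% (detergent screen) or 0.0001% Triton X-100; 5.3 nM AmpC reagent; cpd preinc 15 min RT; nitrocefin (800 uM stock) to start; A480 q20 s × 4 min; Activity was normalised to no-enzyme and no-compound control wells.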
CHX counter: Cycloheximide Counterscreen for Small Molecule Inhibitors of Shiga Toxin; cell reporter, cycloheximide protein synthesis inhibition counterscreen; max response, %; 300,000 tested, 12% active; AID 2314, 2010; in the data active = max response mostly above about 13%, no sharp cut-off; inactive = mostly below about 14%; note: read at 38.3 µM for the half of the compounds with a filed dose; 0% is about no effect
An asterisk follows results filed as active; ? = inconclusive; · = no result given; & = joins results of further samples; [ ] = another dose, or the depositor's remark. Unless noted, calls come from the whole dose curve; as a rule, active = well fitted curve in the direction sought with a large enough effect; inconclusive = small, poorly fitted or top-dose-only effect, or another doubt; inactive = no such curve, though single readings can be large; an effect the other way counts as inactive or inconclusive.

SMILES | HCMV inh | Shiga toxin inh | Giardia FBPA inh | AMA1-RON2 inh | AmpC inh detg | AmpC inh no detg | CHX counter
CC(C)C(NC(=O)C(NC(=O)C1O[C@@H]2OC(C)(C)O[C@@H]2[C@H]2OC(C)(C)O[C@@H]12)C(C)C)C(=O)O (stereo partly drawn) | -26 | 15 | 10% | 0% | 1% | -6% | -5
CC(C)n1c(=O)c(C=Nc2ccc(Cl)cc2)c(O)n(Cc2ccco2)c1=O | -35 | -4 | -5% | · | -6% | -54% | -2
COc1ccc(CNC(=O)CN2CCN(c3ccccc3O)CC2)cc1OC | 40 | -5 | 1% | 9% | 1% | 1% | -6
COc1cc2c3c(c1)/C(=C1/SC(=S)NC1=O)C(=O)N3C(C)(C)C=C2C | 18 | 16 | -2% | 0%[2.32 µM] | -10% | -19% | -1
CCOC(=O)N1CCN(Cc2nc3cc(NC(=O)CC)ccc3n2CC)CC1 | 67 | -3 | -25% | 2% | -7% | 6% | -3
CN(C)c1nc(N/N=C/c2ccccc2O)nc(Nc2ccc(F)cc2)n1 | ? | 15 | ? | 40%[activator] | -3% | -37% | 8
O=C(COC(=O)CSc1ccc2ccccc2c1)NCc1ccc2c(c1)OCO2 | -1 | -4 | -11% | 10%[11.6 µM] | 0% | -25% | -6
Cc1csc(N(C(=O)c2ccccc2F)c2ccccc2)n1 | ? | -3 | 0% | -3% | -15% | -8% | 11
CC(=O)Nc1ccc(NC(=O)CCCN2C(=O)c3ccccc3C2=O)cc1 | 21 | -2 | 14% | 6% | 2% | -22% | -3
Cc1cccc(C(C)C)c1NC(=O)COC(=O)COc1ccc2c(C)cc(=O)oc2c1 | 11 | -8 | 0% | 6% | -11% | -10% | -3
COc1cc(C(=O)Oc2ccccc2/C=N/NC(=O)c2ccc(C)cc2)cc(OC)c1OC | -99* | 118* | 17% | -4% | 6% | 11% | 87*
CC(=O)c1nnn(-c2cccc([N+](=O)[O-])c2)c1C | 9 | 1 | 6% | -9% | -12% | -20% | -3
COc1ccc(-c2cn3cccc(C)c3n2)cc1F | 72 | 113* | -26% | -2% | 4% | 6% | 57*
O=c1cc(-c2ccccc2)[nH]n2cnnc12 | 20 | 14 | 3% | 23% | 4% | -12% | 5
N=c1oc2ccccc2cc1-c1nc2ccccc2c(=O)[nH]1 | 37 | 60* | -5% | 5% | -3% | -1% | 14
COc1ccc(NC(=O)CN2CCN(c3ccc(F)cc3)CC2)cc1Cl | -32 | 4 | 10% | -18% | ? | 76%[activator] | -4
COc1ccc(NC(=O)C2=CC(c3ccc(C)cc3)=NS(=O)(=O)N2C)cc1OC | -62* | -3 | -11% | -25% | -6% | 11% | -1
COc1ccccc1NC(=O)CCn1cnc2ccccc2c1=O | 28 | · | · | · | -7% | 0% | ·
O=C(CSc1nnc(COc2ccccc2F)n1-c1ccccc1)NCc1ccco1 | 8 | 53* | -14% | 7% | 1% | 39% | 19*
COc1ccc(C2/C=C\CN(C(=O)C3CCCCC3)C(Cc3ccccc3)C(=O)N2Cc2ccc(F)cc2)cc1 (stereo not drawn) | · | 16 | -4% | · | · | · | 23
Cc1ccccc1NC(=S)NCC(c1cccnc1)N1CCOCC1 (stereo not drawn) | 35 | -5 | 0% | 4% | 1% | -22% | -1
CCOC(=O)CSc1nnc(COc2ccc3ccccc3c2)o1 | 4 | -8 | 15% | 2% | ? | 20% | -2
O=C(NC(=S)Nc1cc(Cl)ccc1N1CCOCC1)c1ccccc1[N+](=O)[O-] | 29 | -11 | -20% | 53%[activator] | ? | -13% | 11
CC(=O)OCCCn1c(C)[n+](C)c2cc(Cl)c(Cl)cc21 | -34 | -2 | 3% | -5% | -3% | -41% | -2
CC1CCN(S(=O)(=O)c2cn(C)c(=O)n(C)c2=O)CC1 | -3 | 12 | -3% | -6% | ? | ? | -5

Further results follow:
SMILES | HCMV inh | Shiga toxin inh | Giardia FBPA inh | AMA1-RON2 inh | AmpC inh detg | AmpC inh no detg | CHX counter
Cn1c(SCC(=O)Nc2ccc3c(c2)OCO3)nnc1-c1cnccn1 | -7 | -1 | -17% | 1% | -17% | -14% | -2
CCC(C)OC(=O)C1=C(C)O[C@]23OC(N)=C(C#N)[C@]12C(=O)c1ccccc13 (stereo partly drawn) | 2 | -5 | -13% | 4% | ? | 0% | 1
COc1ccc(C(=O)C2CCN(C(=S)NCCc3ccc(OC)c(OC)c3)CC2)cc1 | ? | -3 | -5% | 7% | 3% | 35% | -1
COc1ccc(C(=O)N2CCc3cc(OC)c(OC)cc3C2c2cccc([N+](=O)[O-])c2)cc1OC (stereo not drawn) | 57 | -2 | -7% | -5% | 2% | -8% | 5
CCOC(=O)CCNCc1ccc(F)cc1 | -5 | -17 | -7% | 5% | -7% | -28% | -2
CCOC(=O)N1N=C(CC)CC1(O)C(F)(F)F (stereo not drawn) | 31 | 12 | -1% | -14% | 0% | -9% | -2
CC(=O)N1CCN(Cc2nc3cc(NS(C)(=O)=O)ccc3n2C)CC1 | -9 | 2 | -13% | -1% | ? | 1% | -2
CC(NC(=O)c1ccccc1)c1ccc(Br)cc1 (stereo not drawn) | 7 | -3 | 4% | 7% | 3% | -32% | -7
COC(=O)[C@@H](NC(=O)NCc1cccc(OC)c1)C(C)C | -3 | 17 | -3% | -6% | -1% | 0% | -2
COc1ccc(NS(=O)(=O)c2ccc(-c3coc(C)n3)cc2)cc1 | -26 | 2 | 12% | 0% | 2% | -25% | 11
C=CCNC(=O)/C(C#N)=C/c1ccccc1Cl | 83 | 7 | 1% | 0% | -9% | -1%[2.29 µM] | -1
O=[N+]([O-])c1cccc(/C=N/Nc2ncc(Br)cn2)c1 | 0 | · | 10% | -2% | ? | -28% | 29*
CNC(=S)N/N=C1\CC(c2ccccc2)Oc2ccccc21 (stereo not drawn) | ? | 18 | -4% | 59%[activator] | -6% | -11%[2.29 µM] | 9
Cc1cc2oc(=O)c(CC(=O)NCCCN(C)C)c(C)c2c2occ(C(C)(C)C)c12 | · | 17 | 7% | 11% | -2% | 199%[activator] | -6
CCOc1ccccc1NC(=O)CN1CCc2ccccc2C1 | 10 | 17 | 0% | -9% | 1% | 1% | -1
CN1C(=O)[C@H]2[C@@H](C3CC3)N3C(=O)CN(Cc4ccccc4)C(=O)[C@@]3(C)[C@H]2C1=O | -38 | 2 | 3% | 11% | -8% | -2% | -1
O=C(C#Cc1ccccc1)Nc1ccccc1F | -96* | 59 | 7% | 4% | -12% | -22% | 34*
CCS(=O)(=O)NCc1ccc2c(c1)cc(C)n2C | -25 | -2 | -25% | -11% | ? | 17% | -2
COc1ccc(C2CC(=O)C(C=NCCCO)=C(O)C2)cc1 (stereo not drawn) | 51 | -2 | -4% | 26% | 2% | -8% | -2
CCCC(=O)Nc1nnc(S(=O)(=O)N2CCCCCC2)s1 | -27&-11 | -7 | -21% | 1% | 19% | -2% | -1
CC(=O)Cn1cnc2c(sc3nc(C)cc(C)c32)c1=O | 11 | 6 | -1% | -6% | 3% | -24% | 3
CC(C)N(C(=O)COC(=O)CNC(=O)c1ccc(Br)cc1)c1ccccc1 | ? | -5 | 3% | -5% | -6% | 22% | -9
CSCCC(NC(=O)c1ccco1)C(=O)O (stereo not drawn) | 3 | -7 | 0% | 4% | -16% | -17% | -1
Cn1c(C(=O)Nc2ccc3c(c2)OCCO3)cc2c(=O)n(C)c3ccccc3c21 | ? | 2 | -20% | -20% | ? | 21% | -6
Cc1ccc(NC(=O)CN2CCCCCC2)c(Br)c1 | 11 | 81* | 1% | -5% | -18% | -22% | 36*

Limited to CHX counter and HCMV inh, for some of the entries so far:
SMILES | CHX counter | HCMV inh
CC(NC(=O)c1ccccc1)c1ccc(Br)cc1 (stereo not drawn) | -7 | 7
COC(=O)[C@@H](NC(=O)NCc1cccc(OC)c1)C(C)C | -2 | -3
COc1ccc(NS(=O)(=O)c2ccc(-c3coc(C)n3)cc2)cc1 | 11 | -26
C=CCNC(=O)/C(C#N)=C/c1ccccc1Cl | -1 | 83
O=[N+]([O-])c1cccc(/C=N/Nc2ncc(Br)cn2)c1 | 29* | 0

Following part:
SMILES | HCMV inh | Shiga toxin inh | Giardia FBPA inh | AMA1-RON2 inh | AmpC inh detg | AmpC inh no detg | CHX counter
CCOC(=O)c1c(NC(=O)Cn2nnc(-c3ccc(Cl)cc3)n2)sc(C)c1C | -39 | -4 | 5% | 9% | -11% | -22% | -3
CCOc1ccc(N=Cc2c(O)n(CCc3ccc(OC)c(OC)c3)c(=O)[nH]c2=O)cc1 | 18 | -1 | 1% | -4% | 3% | 0% | -1
CCCCNC(=O)N1CCN(C(=O)C2CCCO2)CC1 (stereo not drawn) | 43 | 14 | 4% | -23% | -14% | -13% | -3
CCOC(=O)c1ccc(Nc2sc(C(=O)c3cccc([N+](=O)[O-])c3)c(N)c2C#N)cc1 | ? | 3 | -4% | 6% | 4% | -6% | -2
COc1ccc(CC(=O)Nc2nc(C)cs2)cc1OC | -70* | -13 | 9% | 3% | ? | -5% | -1
Cc1cc(C)c(NC(=O)C2=CCN(S(=O)(=O)c3ccc(F)cc3)CC2)c(C)c1 | -33 | -15 | 3% | 0% | ? | -53% | -6
Cc1nc(SC2CC(=O)N(c3cc(Cl)cc(Cl)c3)C2=O)nc2c1CCCC2 (stereo not drawn) | 12 | -18 | -13% | 29% | -8% | 26% | -3
NC1=NC[C@H](Cc2ccccc2)N1CCc1cc(C(F)(F)F)cc(C(F)(F)F)c1 | -11 | -6 | 0% | 9% | 3% | 62%[activator] | -3
CCCCn1nc(C(=O)NC2CCCCCC2)c2ccccc2c1=O | -25 | · | · | 15% | · | -18% | ·
CCCCc1nccn1CCn1ccnc1CCCC | 4 | -13 | ? | -9% | -2% | -3% | -3
CCc1ccc(C(O)(c2ccccc2OC)C(CN2CCOCC2)c2ccccc2)cc1 (stereo not drawn) | ? | -9 | -11% | -24% | 0% | 141%[activator] | 1
Cc1ccc(-c2cc3onc(-c4ccccc4)c3c(=O)n2C)cc1 | -71* | · | · | 1% | 3% | -15% | ·
CCOc1ccc(/C=N/NC(=O)C(=O)NCc2ccco2)cc1 | 11 | -7 | 3% | 10% | -3% | -7% | 1
O=C(O)c1ccccc1C(=O)Nc1ccccc1[N+](=O)[O-] | 10 | 0 | -2% | -1% | 0% | -17% | 1
CCN(CC)S(=O)(=O)c1ccc(OC)c(NC(=O)c2ccc([N+](=O)[O-])cc2)c1 | -7 | 12 | 0% | -5% | -2% | -7% | -3

Screens deposited in PubChem BioAssay by National Center for Advancing Translational Sciences (NCATS).
